GASC-1 inh: inhibitors of human GASC-1 (JMJD2C) demethylase; Q9H3R0; GST-JMJD2C(1-420) H3K9me3 demethylation, DELFIA europium; inhibition, % at 2.35 µM; 0.069% of 330,000 active;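 active = more than half of a compound's replicate wells show inhibition beyond 50%, single wells judged on their own value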;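 also: signal counts dimethyl H3K9 product captured on neutravidin plate; 0% = median of DMSO wells and 100% = 0.3 times that DMSO median; strong numbers were not always called active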
core dimer inh: HCV core protein dimerization inhibition; 0.33% of 300,000 active; inhibition, % at 5 µM; TR-FRET GST/Flag-core106 dimerization, 1536-well;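 active = inhibition above the mean of all tested compounds plus 3 SD, set per screening campaign, cut at about 45% in these data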
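test system = GST/Flag-tagged HCV core106 proteins | probe or stimulus = Eu donor and XL665 acceptor anti-tag antibodies | times = compound-protein-antibody incubation 4 h at 22.5 °C | signal = TR-FRET, excitation 340 nm, emission 617 and 671 nm | measure = percent inhibition of core106 dimerization signal | controls = wells lacking GST-core106 and wells with excess unlabelled core106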
Yeast superoxide: yeast age-related superoxide inhibition as caloric restriction mimetic. S. cerevisiae aged cells, superoxide DHE fluorescence; hits give low values. superoxide response (% of plate mean), % at 10 µM. 0.18% of 330,000 active. AID 2690;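 active = superoxide response under a set limit, about three screen SD below normal, cut at about 65% in these data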;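 also: yeast aged for seven days with compound at 30 °C before DHE staining; 100% = average MFI of all compound-treated wells on the plate with controls excluded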
TPT1 inhibitor: C. albicans TPT1 enzyme inhibition. recombinant caTPT1, FP RNA substrate dephosphorylation. inhibition, % at 5 µM. 0.81% of 300,000 active;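 active = inhibition above the mean of all tested compounds plus 3 SD, set per screening campaign, cut at about 24% in these data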;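 also: plate controls were DMSO alone for no effect and ferristatin control at 100 nM for full effect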
PP1 counter: counter-screen for PP5 inhibitors: inhibitors of human PP1-alpha | 0.9% of 320,000 active | purified PP1alpha, OMFP fluorescence | inhibition, % at 6.7 µM;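 active = inhibition above the mean inhibition of all tested compounds plus 3 SD, computed separately for each screening campaign, cut at about 15% in these data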
Target sequence (P62136 whole entry, looked up): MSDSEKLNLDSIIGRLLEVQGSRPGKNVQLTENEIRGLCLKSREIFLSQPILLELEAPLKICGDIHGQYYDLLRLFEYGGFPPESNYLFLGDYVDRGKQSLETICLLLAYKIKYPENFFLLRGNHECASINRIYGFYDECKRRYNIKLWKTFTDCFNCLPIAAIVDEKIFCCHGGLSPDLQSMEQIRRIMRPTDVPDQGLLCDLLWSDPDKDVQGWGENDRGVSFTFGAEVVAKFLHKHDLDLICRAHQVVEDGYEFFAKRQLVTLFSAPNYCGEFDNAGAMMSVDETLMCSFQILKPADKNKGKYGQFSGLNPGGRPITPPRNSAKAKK
CTSL1 counter: cathepsin L1 inhibition, PFM18AAP counter-screen. recombinant F. hepatica cathepsin L1, Z-Leu-Arg-MCA fluorescence. inhibition, % at 5.96 µM. 0.49% of 300,000 active. AID 1906;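 active = inhibition above the mean of all tested compounds plus 3 SD, set per screening campaign, cut at about 17% in these data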;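 also: 0% = plate median of test compound wells and 100% = 1 µM Z-Phe-Ala-diazomethylketone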
PP5 inh: inhibitors of human protein phosphatase 5 (PP5). AID 1987. inhibition, % at 6.7 µM. 0.18% of 320,000 active. purified PP5c, OMFP substrate fluorescence. P53041;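 active = inhibition above the campaign's mean inhibition across all tested compounds plus 3 SD, cut at about 9.5% in these data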;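 also: 0% = DMSO only and 100% = 100 µM cantharidin control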
Target sequence (P53041 whole entry, looked up): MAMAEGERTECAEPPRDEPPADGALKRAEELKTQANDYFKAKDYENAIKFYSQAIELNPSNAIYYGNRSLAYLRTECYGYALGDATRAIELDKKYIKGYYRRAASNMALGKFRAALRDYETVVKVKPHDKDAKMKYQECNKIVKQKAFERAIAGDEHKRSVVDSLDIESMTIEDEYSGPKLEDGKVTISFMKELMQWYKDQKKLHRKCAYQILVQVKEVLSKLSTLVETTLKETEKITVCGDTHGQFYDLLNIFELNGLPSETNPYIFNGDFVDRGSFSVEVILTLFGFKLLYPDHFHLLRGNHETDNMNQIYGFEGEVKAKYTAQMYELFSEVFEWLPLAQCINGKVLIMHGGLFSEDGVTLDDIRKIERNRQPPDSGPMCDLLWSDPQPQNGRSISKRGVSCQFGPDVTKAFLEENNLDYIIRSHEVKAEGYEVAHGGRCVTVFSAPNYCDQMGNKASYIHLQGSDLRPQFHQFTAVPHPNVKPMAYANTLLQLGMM
EBNA-1 inhibitor: blocks EBNA-1 binding to DNA; EBNA-1 DNA binding, fluorescence polarization; inhibition, % at 14.8 µM; 0.34% of 300,000 active; in the data active = inhibition above about 28%
ZTA counter: blocks Epstein-Barr virus ZTA, an EBNA-1 counter-screen. P03206. inhibition, % at 11 µM. 0.15% of 320,000 active. ZTA-DNA binding, fluorescence polarization; in the data active = inhibition above about 33%
* marks the source's active call; other numbers are inactive results; i = inactive; . = not tested or not shown.

1) COc1cccc2cc(-c3ccccc3)oc12
2) O=C(NCC1COc2ccccc2O1)c1ccc(Br)s1 (configuration not stated)
3) Cc1ccc(C)c(S(=O)(=O)N2CCCOC2CNC(=O)C(=O)NCc2ccco2)c1 (configuration not stated)
4) Cc1cccc(C)c1NC(=O)C(NC(=O)c1ccccn1)c1ccccc1[N+](=O)[O-] (configuration not stated)
5) CS(=O)(=O)N(CC(=O)N1CCN(c2ccccc2F)CC1)c1cc(C(F)(F)F)ccc1Cl
6) Cc1ccc(NN2C(=O)C=C(c3ccc(Cl)cc3)C2=O)cc1
7) COC1=C(Nc2ccccc2)C(=O)c2ccccc2C1=O
8) O=C(CNC(=O)c1ccco1)N=Nc1c(O)[nH]c2ccc(Br)cc12
9) Nc1nc(SCC(=O)N2CCN(c3ccccc3)CC2)n[nH]1
10) COc1ccccc1NS(=O)(=O)c1cccc(C(=O)N/N=C/c2c(CO)cnc(C)c2O)c1
assay / compound	1	2	3	4	5	6	7	8	9	10
GASC-1 inh	17	-12	-2	-1	10	3	-1	21	5	.
core dimer inh	-2	8	-3	-2	2	7	-47	-14	-4	.
Yeast superoxide	102	109	104	91	96	143	114	80	112	89
TPT1 inhibitor	-3	-1	0	0	-3	3	-1	2	1	.
PP1 counter	0	2	0	-2	-1	2	2	0	-1	1
CTSL1 counter	-2	0	-3	0	2	-1	-2	8	-5	.
PP5 inh	3.7	2.1	1.8	1.3	1.5	3.8	4.4	-1.4	3.4	1.3
EBNA-1 inhibitor	-3	3	1	-5	5	-10	2	-19	8	.
ZTA counter	-18	2	4	-25	-1	1	3	5	-11	-4

11) Cc1nnc(NC(=O)CSc2nc(C3CCCCC3)nc3ccccc23)s1
12) C=CCSc1nccc(-c2nn(-c3ccc(C)cc3)ccc2=O)n1
13) CCCCn1nc2cc(C(=O)NCc3ccccc3)ccc2c1OCC
14) O=C(N=C1SC2CS(=O)(=O)CC2N1c1cccc(Cl)c1)C1CCCO1 (configuration not stated)
15) COc1ccc2c(=O)c(C(=O)NCc3ccccc3)c[nH]c2c1
16) COc1ccccc1N1CCN(C2CCCN(C(=O)CCN3CCCCO3)C2)CC1 (configuration not stated)
17) O=C1c2ccccc2NC2CCCCCN12 (configuration not stated)
18) N#Cc1c(Cl)nc(SCc2ccccc2)nc1-c1ccccc1
19) COc1ccc(-c2c(NC(=O)C(C)C)n(C)c3ccccc3c2=O)cc1
20) CC1CCN(CC(=O)Nc2nc(-c3ccccc3)cs2)CC1
assay / compound	11	12	13	14	15	16	17	18	19	20
GASC-1 inh	25	5	i	10	-11	8	-3	4	-2	13
core dimer inh	5	1	4	1	-12	2	-4	16	-4	8
Yeast superoxide	118	102	104	94	91	89	92	107	94	104
TPT1 inhibitor	-2	-4	1	0	0	-5	1	-1	-1	1
PP1 counter	-1	0	2	-4	-4	2	-1	9	-2	-1
CTSL1 counter	-2	-1	-1	1	-3	1	-2	0	2	1
PP5 inh	3.4	2.5	3.1	4.7	-3.0	-4.6	1.7	2.0	-0.6	2.4
EBNA-1 inhibitor	-7	-9	4	-12	-8	7	14	2	2	-5
ZTA counter	-11	-4	-7	-5	-10	8	-9	11	3	-1

21) CCOc1ccc(CNS(=O)(=O)c2ccc3c(c2)CC(=O)N3C)cc1
22) C=CCc1ccccc1OCCn1nnc2ccccc21
23) N/C(=N\OC(=O)c1cccc2ccccc12)c1ccc(Br)cc1
24) N/C(=N\c1nc(C(F)(F)F)cc(=O)[nH]1)Nc1ccc(Cl)cc1
25) COc1cc(CNCCCO)ccc1OCC(=O)NC(C)(C)C
26) Cn1c(SCC(=O)N2CCCCCC2)nc2c([nH]c3ccccc32)c1=O
27) CSc1n[nH]c(NC(=O)c2c(-c3c(Cl)cccc3Cl)noc2C)n1
28) Cc1c(C#N)c2ccccc2n1CC(=O)O
29) COc1ccc(C(C(=O)NC2CCCC2)N(CCO)C(=O)Cn2nnc(-c3ccc(C)o3)n2)cc1 (configuration not stated)
30) CC(OC(=O)Cn1[nH]c(=O)c2ccccc2c1=O)C(=O)c1ccccc1 (configuration not stated)
assay / compound	21	22	23	24	25	26	27	28	29	30
GASC-1 inh	-5	15	21	0	-2	-5	-3	26	-2	-3
core dimer inh	4	-4	0	-10	1	11	6	-5	11	1
Yeast superoxide	107	96	101	98	101	105	105	105	101	89
TPT1 inhibitor	3	3	-3	-1	0	0	5	-1	2	0
PP1 counter	1	-1	0	-2	-2	-1	3	5	1	-2
CTSL1 counter	-1	2	1	0	-2	1	0	2	-2	-32
PP5 inh	0.8	1.3	4.3	4.6	1.2	0.2	2.5	-1.5	1.4	-1.0
EBNA-1 inhibitor	4	-4	-4	15	2	9	-1	-6	-1	8
ZTA counter	10	8	-24	-3	5	8	-21	1	1	5

31) CC(C(=O)NCCc1nc2ccccc2[nH]1)n1cc([N+](=O)[O-])cn1 (configuration not stated)
32) COC(=O)CN1C(=O)S/C(=C/c2ccc(N3CCCCC3)o2)C1=O
33) CC1(OC(=O)CCc2ccccc2)C(=O)C=C2C=C(C3CC3)OC=C2C1=O (configuration not stated)
34) Cc1cnc(C(=O)OCC(=O)c2c[nH]c3ccccc23)cn1
35) COc1cc(C(C(=O)NC2CCCCC2)N(Cc2ccco2)C(=O)c2cnccn2)cc(OC)c1OC (configuration not stated)
36) O=C(CN1CCOCC1)N/N=C/c1ccccc1
37) COCCNC(=O)c1ccccc1-c1nc(-c2ccccc2OC)no1
38) CC(NC(=O)CSc1nnc(CC(=O)Nc2ccc(Cl)c(Cl)c2)n1C)c1ccccc1 (configuration not stated)
39) Cc1nc2c3ccccc3n(Cc3ccccc3F)c2s1
40) CC(/C=C/c1ccccc1)=N/NC(=O)CCC(=O)Nc1ccccc1C
assay / compound	31	32	33	34	35	36	37	38	39	40
GASC-1 inh	19	3	10	-1	9	-12	-7	-8	2	-7
core dimer inh	1	-27	16	.	4	4	-2	-1	10	3
Yeast superoxide	87	90	.	105	104	94	117	107	104	91
TPT1 inhibitor	0	181*	5	.	1	-1	3	3	-2	0
PP1 counter	-5	0	4	-1	-4	-7	-5	7	3	-2
CTSL1 counter	-1	3	-1	.	-7	-2	-4	-2	-1	6
PP5 inh	0.7	-1.7	-0.5	0.3	-4.3	-0.6	0.9	1.6	0.9	2.6
EBNA-1 inhibitor	5	6	24	.	-4	-7	-1	3	6	25
ZTA counter	-8	1	16	-5	-13	-3	-4	5	17	-5

41) CN(CC(=O)Nc1ccc(C#N)cc1)Cc1ccc(Cl)cc1Cl
42) N#Cc1cc2c(nc1SCC(=O)Nc1sc3c(c1C#N)CCC3)CCCC2
43) CSc1ccc(C#N)cc1NC(=O)c1ccccc1
44) O=C(NC(=S)N1CCN(c2nc(-c3ccccc3)cs2)CC1)c1cncc(Br)c1
45) CC(=O)N1c2ccc(S(=O)(=O)N(C)Cc3ccco3)cc2CC1C (configuration not stated)
46) COC(=O)c1ccc(Cc2ccccc2)o1
47) CC1=C(C(=O)OC(C)C)C(C)C(C(=O)OC(C)C)=C(C)N1
48) Cc1cc(C)n(C)c(=O)c1C#N
49) CCCc1ccc(OCCNC(=O)c2ccccc2Br)cc1
50) CC(C)CNC(=O)CC(c1ccccc1)c1c(O)ccc2ccccc12 (configuration not stated)
assay / compound	41	42	43	44	45	46	47	48	49	50
GASC-1 inh	1	116	-10	-11	7	5	2	-3	-10	3
core dimer inh	-5	5	5	22	0	3	-5	5	3	-3
Yeast superoxide	92	96	101	109	75	99	88	84	98	103
TPT1 inhibitor	-3	5	3	1	-3	-2	-4	0	1	-3
PP1 counter	0	-9	2	11	-1	-3	1	-1	2	1
CTSL1 counter	3	-3	-2	-3	1	-2	2	3	-1	2
PP5 inh	1.8	0.9	0.5	-0.5	-1.6	1.9	2.5	-0.1	3.9	2.1
EBNA-1 inhibitor	5	-10	13	-9	-8	-16	4	5	7	1
ZTA counter	-2	-5	8	1	-9	-2	10	12	-1	-18

51) Cc1cc(Cl)ccc1OCCCC(=O)OCC(=O)Nc1cccc(S(N)(=O)=O)c1
52) CC(=O)Nc1cccc(C(=O)OC(C)C(=O)Nc2ccc(S(=O)(=O)N3CCCC3)cc2)c1 (configuration not stated)
53) Cc1ccc(C=Nc2ccccc2C(N)=O)s1
54) O=C(O)CNC(=O)/C(=C\c1cccc([N+](=O)[O-])c1)NC(=O)c1ccco1
55) O=S(=O)(c1ccccc1)N1CCN(c2ccnc3cc(Cl)ccc23)CC1
56) CN(c1ccccc1)c1cc(=O)[nH]c(=O)[nH]1
57) Cc1cc(Cl)nc(SCC(=O)c2ccccc2)n1
58) CC(C)CNC(=O)c1ccccc1NC(=O)CN(c1ccccc1)S(=O)(=O)N(C)C
59) Cc1[nH]c(=O)c(Cc2ccccc2)c(O)c1C#N
60) COc1cccc(C(=O)Nc2ccc(C)cc2)c1
61) C=CCOc1cccc(C2/C(=C(\O)c3ccc4c(c3)OCCO4)C(=O)C(=O)N2Cc2cccnc2)c1 (configuration not stated)
62) Cc1nn(C)cc1CN(C)C(=O)c1cc(-c2ccccc2)nc2ccc(Br)cc12
63) CC1(C)CC(=O)c2cc(OCC(=O)O)ccc2O1
assay / compound	51	52	53	54	55	56	57	58	59	60	61	62	63
GASC-1 inh	-9	4	-1	5	-18	25	12	-9	8	-27	-8	3	-5
core dimer inh	.	0	-14	-2	10	-7	-21	1	-1	-4	4	42	-2
Yeast superoxide	100	104	102	99	89	113	110	101	106	88	101	78	92
TPT1 inhibitor	.	2	1	1	2	6	0	-4	0	2	1	-1	2
PP1 counter	-4	-5	4	-1	1	-2	-3	-1	-3	-7	4	-3	0
CTSL1 counter	.	-6	-1	-4	-4	-2	6	0	-1	-1	1	-5	0
PP5 inh	5.6	-1.5	1.1	0.0	5.7	4.1	-2.0	1.2	0.5	4.4	-1.5	0.6	2.0
EBNA-1 inhibitor	.	11	-12	2	-11	4	0	4	-1	-3	5	2	-9
ZTA counter	-2	10	7	10	9	2	-21	0	8	12	-15	10	-4

Source: PubChem BioAssay (several laboratories)
